ATG4B inhibitor: inhibitors of human ATG4B cysteine protease | inhibition, % at 8.33 µM | 340,000 tested, 0.51% active | Q9Y4P1 | ATG4B cleavage of LC3-PLA2, NBD-HPC fluorescence, 1 h; in the data active = inhibition above about 40%
Target sequence (Q9Y4P1 whole entry, looked up): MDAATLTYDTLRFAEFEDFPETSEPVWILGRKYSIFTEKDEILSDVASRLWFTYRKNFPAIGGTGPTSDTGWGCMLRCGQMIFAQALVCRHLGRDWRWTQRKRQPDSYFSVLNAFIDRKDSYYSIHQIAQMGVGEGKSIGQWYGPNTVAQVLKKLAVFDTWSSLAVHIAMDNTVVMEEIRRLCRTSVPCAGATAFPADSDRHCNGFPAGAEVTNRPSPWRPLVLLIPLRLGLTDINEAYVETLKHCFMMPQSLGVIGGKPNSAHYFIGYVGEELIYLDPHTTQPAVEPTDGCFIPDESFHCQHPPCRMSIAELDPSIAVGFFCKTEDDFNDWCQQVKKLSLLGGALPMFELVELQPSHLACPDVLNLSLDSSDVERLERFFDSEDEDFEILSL
hIAP act: human IAP activation; 330,000 tested, 0.16% active; AID 2524; P09923; purified human IAP, CDP-Star luminescence, 30 min; stronger effect = higher value; 1 = vehicle-only enzyme, 0 = enzyme-free background; activation factor at 10 µM;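 active = activation factor of the enzyme at least 2-fold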; note: the source names both 10 and 20 µM as test concentration; values of inactives mirror those of a sister screen read the other way
Target sequence (P09923 whole entry, looked up): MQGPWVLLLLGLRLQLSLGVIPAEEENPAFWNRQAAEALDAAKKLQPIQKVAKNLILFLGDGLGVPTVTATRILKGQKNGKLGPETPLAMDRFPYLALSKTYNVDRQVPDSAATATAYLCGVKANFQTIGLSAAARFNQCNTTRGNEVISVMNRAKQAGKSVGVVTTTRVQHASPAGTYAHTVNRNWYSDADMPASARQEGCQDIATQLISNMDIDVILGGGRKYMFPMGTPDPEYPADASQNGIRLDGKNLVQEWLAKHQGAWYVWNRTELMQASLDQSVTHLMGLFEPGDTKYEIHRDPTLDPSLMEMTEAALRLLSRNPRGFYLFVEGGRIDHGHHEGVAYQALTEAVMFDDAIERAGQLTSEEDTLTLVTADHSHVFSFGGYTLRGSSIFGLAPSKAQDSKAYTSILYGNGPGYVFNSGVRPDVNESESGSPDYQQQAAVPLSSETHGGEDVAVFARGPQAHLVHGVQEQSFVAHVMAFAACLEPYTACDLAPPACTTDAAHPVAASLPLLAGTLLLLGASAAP
NALP3 yeast inh: NALP3 inhibition in yeast | Yeast reconstituted NLRP3/ASC/caspase-1, beta-gal luminescence, 24 h | inhibition, % at 10 µM | 330,000 tested, 0.39% active | AID 2825;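 active = inhibition of 50% or more; inactive = inhibition below 50%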;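 note: plate controls were induced DMSO wells for no effect and uninduced yeast grown without galactose for full effect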
TIM10 inh: growth inhibitors of TIM10 yeast strain; 330,000 tested, 1.4% active; S. cerevisiae TIM10 strain growth, BacTiter-Glo luminescence, 24 h; inhibition, % at 10 µM; AID 463195;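 active = inhibition of 40% or more at the single tested concentration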;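 note: wild-type TIM10 isogenic control strain grown at permissive 25 °C; 0% = DMSO yeast wells and 100% = minimal medium wells without yeast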
mIAP block: blocks mouse intestinal alkaline phosphatase; purified mouse IAP, CDP-Star luminescence, 30 min; inhibition, % at 10 µM; 330,000 tested, 0.2% active;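 active = inhibition of at least 40% at 10 µM in the primary screen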;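 note: plate controls were DMSO with enzyme for no effect and no enzyme wells for full effect; values of inactives mirror those of a sister screen read the other way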
Apaf-1 inh: blocks human Apaf-1 apoptosome activity; reconstituted apoptosome caspase-3 activity, DEVD-Rh110 fluorescence; 330,000 tested, 0.71% active; inhibition, % at 20 µM; O14727; active = inhibition of at least 40% at 20 µM;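 note: plate controls were DMSO wells for no effect and DEVD-CHO caspase inhibitor wells for full effect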
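Assay system: Apoptosome proteins | Medium: pH 7.5 Hepes buffer with CHAPS, BSA, DTT | Also added: Cytochrome c and DEVD-Rh110 substrate | Times: 30 min plus 50 min, RT | Detection: Rhodamine 110 fluorescence at Ex 480/Em 540 nm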
mIAP act: mouse IAP activation | 330,000 tested, 0.24% active | muIAP, CDP-Star luminescence, 30 min; stronger effect = higher value; 1 = vehicle-only enzyme signal, 0 = enzyme-free wells | activation factor at 10 µM | AID 2805;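 active = activation factor of at least 2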; note: the source names both 10 and 20 µM as test concentration; values of inactives mirror those of a sister screen read the other way
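Assay system: mouse IAP enzyme; Reagent: CDP-Star chemiluminescent phosphatase substrate; Compound: DMSO-dissolved test compounds; Incubation: 30 min, room temperature; Technique: luminescence from enzymatic CDP-Star hydrolysis; Controls: DMSO-only wells and no-enzyme negative control.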
tim10-1 inh: growth inhibitors of tim10-1 mutant yeast; S. cerevisiae tim10-1 ts strain growth, BacTiter-Glo, 24 h; inhibition, % at 20 µM; 330,000 tested, 2.2% active; AID 463190;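 active = inhibition of at least 40%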;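 note: mutant grown at 25 °C; 0% = DMSO wells with yeast and 100% = wells holding no yeast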
hIAP block: human IAP inhibition; AID 2544; P09923; 330,000 tested, 0.12% active; inhibition, % at 10 µM; purified IAP, CDP-Star luminescence, 30 min;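 active = inhibition reaching a set limit with compound at 10 µM in the primary screen, cut at about 35% in these data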;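 note: plate controls were DMSO wells with enzyme for no effect and no-enzyme buffer wells for full effect; values of inactives mirror those of a sister screen read the other way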
* marks the source's active call; other numbers are inactive results; x = not tested or not shown.

Sample of the layout:
SMILES | ATG4B inhibitor | hIAP act | NALP3 yeast inh | TIM10 inh | mIAP block | Apaf-1 inh | mIAP act | tim10-1 inh | hIAP block
CC(NC(=O)c1cccnc1)C(=O)N1CCCCC1 (stereo not given) | -2 | 0.94 | 20 | 0 | -15 | -13 | 1.1 | -14 | 6
COc1cc(OC)nc(Oc2ccccc2C(=O)Oc2ccc(Cl)cc2)n1 | 4 | 0.88 | 6 | -14 | 12 | 17 | 0.88 | 25 | 12

All compounds of this part, repeating the preview:
SMILES | ATG4B inhibitor | hIAP act | NALP3 yeast inh | TIM10 inh | mIAP block | Apaf-1 inh | mIAP act | tim10-1 inh | hIAP block
CC(NC(=O)c1cccnc1)C(=O)N1CCCCC1 (stereo not given) | -2 | 0.94 | 20 | 0 | -15 | -13 | 1.1 | -14 | 6
COc1cc(OC)nc(Oc2ccccc2C(=O)Oc2ccc(Cl)cc2)n1 | 4 | 0.88 | 6 | -14 | 12 | 17 | 0.88 | 25 | 12
Cc1nn(-c2ccc(F)cc2)c(Cl)c1/C=C/C(=O)N1CCNC(=O)C1 | -4 | 0.93 | 10 | 0 | 6 | 3 | 0.94 | 3 | 7
O=S1(=O)CCC(S(=O)(=O)N2CCCCCC2)C1 (stereo not given) | 5 | 0.89 | 14 | -7 | -7 | 3 | 1.1 | 13 | 11
O=C(CSc1nc(-c2ccco2)cc(C(F)(F)F)n1)Nc1ccc(C(=O)N2CCCCC2)cc1 | 0 | 1.1 | 37 | 5 | 1 | 27 | 0.99 | 29 | -14
O=C(NOC(=O)c1ccccc1)c1ccccc1 | -10 | 0.94 | 2 | 11 | -4 | -7 | 1 | 28 | 6
Cc1c(OCC(=O)N2CCC(C(=O)O)CC2)ccc2c3c(c(=O)oc12)CCCC3 | -19 | 0.91 | 12 | 4 | 13 | -2 | 0.87 | 6 | 9
Cc1ccc(-c2[nH]ncc2C(=O)c2ccc(Br)cc2)c(O)c1 | -1 | 2* | 14 | 7 | 1 | 18 | 0.99 | 42* | -105
COc1cccc(NC(=S)NCCN2CCOCC2)c1 | 4 | 0.89 | 9 | -8 | 8 | 4 | 0.92 | 0 | 11
CCOC(=O)Cc1cnc(NC(=O)Cn2nnc(-c3ccc(OCC)cc3)n2)s1 | -9 | 0.91 | 19 | 15 | 4 | 6 | 0.96 | 14 | 9
c1ccc(CNc2nc(N3CCN(Cc4ccccc4)CC3)nc3ccccc23)cc1 | 0 | 0.98 | 35 | 24 | -71 | 22 | 1.7 | 6 | 2
c1cncc(CNc2ccc3c(c2)OCO3)c1 | 4 | 1.2 | 0 | -11 | -4 | 12 | 1 | -4 | -17
COc1ccc(-n2cc(CNCCCn3ccnc3)c(-c3ccccc3Cl)n2)cc1 | -13 | 0.96 | 4 | 8 | 6 | 8 | 0.94 | 5 | 4
COCC(C)NC(=O)COc1nncc2ccccc12 (stereo not given) | -5 | 0.94 | -1 | -1 | 5 | -14 | 0.95 | 5 | 6
O=C(c1ccc(CNc2c(N3CCCC3)c(=O)c2=O)cc1)N1CC=C(c2ccccc2)CC1 | -17 | 1.1 | 1 | 4 | 5 | 15 | 0.95 | -2 | -12
COCCNC(=O)C(c1cccs1)N(C(=O)Cn1nnc2ccccc21)c1cccc(C(C)=O)c1 (stereo not given) | -3 | 1.3 | 4 | 1 | 1 | -1 | 0.99 | 9 | -26
Cc1cc(-c2nnc(SCC(=O)Nc3ccc(C(F)(F)F)cc3)n2C)no1 | -12 | 0.95 | -18 | 8 | -9 | -9 | 1.1 | -1 | 4
Cc1ccc2oc(C(=O)N3CCN(c4cccc(C)n4)CC3)c(C)c2c1 | -9 | 0.88 | 11 | 19 | -4 | 0 | 1 | 3 | 12
CCCCN(C(=O)C(C)Oc1ccc(Cl)cc1)c1c(N)n(CCCC)c(=O)[nH]c1=O (stereo not given) | 5 | 1.1 | -2 | 3 | 2 | 6 | 0.98 | 8 | -11
CC1=C(C(=O)N2CCCC(C(=O)c3cccc(C(F)(F)F)c3)C2)OCCO1 (stereo not given) | -4 | 1 | 5 | 17 | 1 | -13 | 0.99 | 11 | -2
Cc1ccc(S(=O)(=O)N2CCCC(c3nc(-c4ccc(C)o4)no3)C2)cc1 (stereo not given) | -15 | 1.7 | 9 | 22 | 0 | 8 | 1 | 12 | -68
CN(C)C1=NC(=O)/C(=C/c2ccc(-c3ccc(S(N)(=O)=O)cc3)o2)S1 | x | 0.91 | 2 | -10 | 50* | -4 | 0.5 | 6 | 9
COc1cccc(Nc2nc(=O)[nH]nc2C)c1 | -10 | 1.1 | 15 | 8 | 9 | -6 | 0.91 | 10 | -6
Cc1cccc(N(CC(=O)N2CCCC2)S(C)(=O)=O)c1 | 5 | 0.75 | 20 | 2 | -8 | 4 | 1.1 | 3 | 25
COc1cc(/C=N/N2CCN(C3c4ccccc4-c4ccccc43)CC2)cc(OC)c1OC | -11 | 1.1 | 0 | 13 | -26 | 15 | 1.3 | 21 | -6

In another format: entries from further up
The line under a structure holds: ATG4B inhibitor, hIAP act, NALP3 yeast inh, TIM10 inh, mIAP block, Apaf-1 inh, mIAP act, tim10-1 inh, hIAP block
c1cncc(CNc2ccc3c(c2)OCO3)c1
→ 4, 1.2, 0, -11, -4, 12, 1, -4, -17
COc1ccc(-n2cc(CNCCCn3ccnc3)c(-c3ccccc3Cl)n2)cc1
→ -13, 0.96, 4, 8, 6, 8, 0.94, 5, 4
COCC(C)NC(=O)COc1nncc2ccccc12 (stereo not given)
→ -5, 0.94, -1, -1, 5, -14, 0.95, 5, 6

Additional results:
SMILES | ATG4B inhibitor | hIAP act | NALP3 yeast inh | TIM10 inh | mIAP block | Apaf-1 inh | mIAP act | tim10-1 inh | hIAP block
COc1ccc(-n2c(SCC(=O)Nc3ccccc3)nc3c(c2=O)SCC3)cc1 | 10 | 0.97 | 26 | 2 | -5 | 19 | 1 | 16 | 3
CCN(CC)C(=O)CSc1nnnn1-c1ccc(F)c(Cl)c1 | -9 | 1 | 3 | 1 | 6 | -2 | 0.94 | 8 | -1
C/C(N)=C(/C#N)C(=O)COC(=O)CC1CCCC1 | -4 | 1.1 | -13 | 1 | 0 | 3 | 1 | 18 | -7
CCCCC1=CC2=CC(=O)C(C)(OC(=O)CC)C(=O)C2=CN1CC(C)C (stereo not given) | -10 | 1.1 | 15 | 19 | 3 | 15 | 0.97 | 19 | -11
CC12CN(C(=O)c3cccc([N+](=O)[O-])c3)C3(C#N)CC1CCC23C (stereo not given) | -3 | 1.4 | 16 | 0 | -5 | -7 | 1 | 0 | -36
Cc1ccc2cc(CCNC(=O)c3cccs3)c(=O)[nH]c2c1C | -4 | 0.96 | 10 | -15 | -1 | 4 | 1 | -16 | 4
Fc1ccccc1C(c1nnnn1Cc1ccc2c(c1)OCO2)N1CCN(Cc2ccco2)CC1 (stereo not given) | 5 | 1 | -6 | 26 | 5 | 1 | 0.95 | 21 | -4
Cc1[nH]n(-c2ncc(-c3ccc(Cl)cc3)s2)c(=O)c1C(c1ccc(Cl)cc1)C(C#N)C#N (stereo not given) | 32 | 1.1 | 5 | 27 | 4 | 21 | 0.96 | 39 | -5
O=C(CN1C(=O)NC2(CCCC2)C1=O)Nc1ccc(OC(F)(F)F)cc1 | -2 | 0.99 | 10 | 14 | 1 | 12 | 0.99 | -9 | 1
CCOC(=O)c1c(C)c(C(=O)N2CCN(c3ccccc3)CC2)c(C)n1C | -8 | 0.98 | 3 | 29 | 6 | -11 | 0.94 | 39 | 2
CCOc1oc(-c2ccc(OC)cc2)nc1C(F)(F)F | 1 | 0.86 | 10 | -8 | -5 | 11 | 1.1 | 16 | 14
O=C(O)C/C(=C\c1ccc(Cl)cc1)c1nc2ccccc2o1 | 2 | 0.95 | 0 | 15 | 7 | 9 | 0.93 | 33 | 5
CC(C)c1ccc(CNc2c([N+](=O)[O-])c(=O)oc3ccccc23)cc1 | -4 | 1.1 | -2 | 18 | 12 | 5 | 0.88 | 13 | -7
COc1cc2cc(CN(Cc3cccs3)C(=S)Nc3ccccc3)c(=O)[nH]c2cc1OC | -10 | 0.86 | 5 | 8 | 10 | -11 | 0.9 | 10 | 14
CCC(C)NC(=O)c1ccc(C)c(NC(=O)C2=C(C)OCCS2)c1 (stereo not given) | 3 | 1.1 | 3 | -6 | -2 | 9 | 1 | 21 | -7
CN(C)/C=C1\C=C(c2ccccc2)OC1=O | -8 | 0.99 | 0 | 37 | 6 | 2 | 0.94 | 6 | 1
COc1ccc(S(=O)(=O)N2CCC(C(=O)NCCOc3ccccc3F)CC2)cc1OC | -4 | 0.96 | 15 | 8 | 2 | 0 | 0.98 | 6 | 4
CCOC(=O)C(C)n1cnc2c(nnn2-c2ccc(F)cc2)c1=O (stereo not given) | -13 | 0.94 | 5 | -9 | 12 | 4 | 0.89 | -14 | 6
COC(=O)C(NC(=O)COc1ccccc1)(Nc1nc2c(s1)CCCC2)C(F)(F)F (stereo not given) | -20 | 1 | 20 | -1 | 2 | 14 | 0.98 | 29 | -5
CC(C)c1ccc(OCC(=O)Nc2ccccc2C(=O)N2CCOCC2)cc1 | 3 | 1.4 | 19 | 0 | -10 | -7 | 1.1 | 3 | -36
CCOc1ccc(N2C(=O)CC(NNc3nc4ccccc4s3)C2=O)cc1 (stereo not given) | 0 | 0.85 | 26 | 1 | -17 | -5 | 1.2 | 13 | 15
CCOC(=O)c1c(NC(=O)CN2C(=O)NC3(CCCC3)C2=O)sc(C)c1CC | 9 | 1 | 17 | 2 | -4 | 11 | 1 | 5 | -5
COC(=O)c1sccc1-c1ccc(C(=O)Nc2cccnc2)o1 | -14 | 1 | 12 | 8 | 5 | -8 | 0.95 | 10 | -3
CN(C)C(=O)OCc1c(-c2ccccc2)ncc2ccccc12 | -2 | 1.1 | 19 | -8 | -8 | 8 | 1.1 | 15 | -10
CCCCCc1nnc(NS(C)(=O)=O)s1 | -10 | 0.9 | 15 | -9 | 2 | 2 | 0.98 | 12 | 10
NC(=S)N/N=C/c1ccccc1OC(=O)/C=C/c1ccccc1 | -8 | 1.2 | 13 | 35 | 10 | 5 | 0.91 | 28 | -21
C=CCOC(=O)C1=C[C@H](c2coc3ccccc3c2=O)[C@@H](CCCO)[C@H](OCC)O1 | -13 | 1 | 1 | 8 | -3 | 6 | 1 | 8 | 0

Some of these compounds in order of the ATG4B inhibitor value, highest first:
| canonical_smiles | ATG4B inhibitor |
| --- | --- |
| CC(C)c1ccc(CNc2c([N+](=O)[O-])c(=O)oc3ccccc23)cc1 | -4 |
| NC(=S)N/N=C/c1ccccc1OC(=O)/C=C/c1ccccc1 | -8 |
| COC(=O)C(NC(=O)COc1ccccc1)(Nc1nc2c(s1)CCCC2)C(F)(F)F (stereo not given) | -20 |

Assay outcomes (PubChem)
